# Bioassay records as filed in PubChem BioAssay.
# NIH3T3 tox = cytotoxic compounds in NIH 3T3 cells. Potency, µM (top dose mostly 96.7 µM), inactives show at the highest dose activity change, negative = cytotoxicity, most hits filed as inhibitors. hit rate 4.3% among 94,000. NIH 3T3 viability, CellTiter-Glo ATP luminescence, 48-72 h; further: potency means the concentration at half of the fitted maximal effect; nearly all actives have a fitted effect of over 55% in size
#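 NIH 3T3 cells at 400 cells/well received 23 nL of compound by pintool and were incubated 48 or 72 h at 37 °C. Viability was read as ATP-coupled CellTiter-Glo luminescence.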
# GPT2 inh = inhibitors of human GPT2 alanine aminotransferase; Recombinant GPT2, coupled pyruvate oxidase/HRP Amplex Red fluorescence; Potency, µM (highest dose often 57.7 µM), inactives show at the top dose activity change, negative = inhibition, usual class: inhibitors; hit rate 0.25% among 100,000; AID 1671188; further: potency means the concentration at half of the fitted maximal effect; nearly all actives have a fitted effect of over 60% in size; many of its hits are not listed in these tables
# Target sequence (Q8TD30 whole entry, looked up): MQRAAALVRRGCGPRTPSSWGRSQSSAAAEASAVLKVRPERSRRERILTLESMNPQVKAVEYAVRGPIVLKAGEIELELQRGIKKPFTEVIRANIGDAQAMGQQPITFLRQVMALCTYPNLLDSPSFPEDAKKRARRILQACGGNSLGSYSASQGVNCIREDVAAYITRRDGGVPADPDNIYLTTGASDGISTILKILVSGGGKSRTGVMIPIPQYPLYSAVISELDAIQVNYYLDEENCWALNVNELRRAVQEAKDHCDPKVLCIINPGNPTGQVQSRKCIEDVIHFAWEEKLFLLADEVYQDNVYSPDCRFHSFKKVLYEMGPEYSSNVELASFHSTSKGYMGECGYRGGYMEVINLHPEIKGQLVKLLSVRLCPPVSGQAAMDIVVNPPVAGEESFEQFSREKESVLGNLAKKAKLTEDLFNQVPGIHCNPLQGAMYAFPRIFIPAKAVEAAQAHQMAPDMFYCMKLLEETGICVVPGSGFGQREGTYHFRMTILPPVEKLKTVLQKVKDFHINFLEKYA
#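 GPT2 10ng/uL, a-KG 250uM, L-Ala 2mM, HEPES pH7.5 + 0.0001% Tween; 30 min RT. Then Amplex mix (PO/HRP/ThPP), 30 min RT dark, fluorescence. AOA 50uM used as positive control.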
# HEK293 viab = cell viability loss counter-screen; AID 1671193; HEK-293-SNCA-luc viability, GF-AFC fluorescence, 24 h; Potency, µM (doses to about 57.1 µM), for the others: top-dose activity change, negative = cytotoxicity, usual class: cytotoxic; hit rate 0.12% among 150,000;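 further: potency means the concentration at half of the fitted maximal effect; 0% = DMSO-treated cells and -100% = medium-only wells without cells; nearly all actives have a fitted effect of over 30% in size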
#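 Cytotoxicity counterscreen: after 24 h compound treatment of genome-edited SNCA-luciferase HEK-293 cells, live-cell protease substrate GF-AFC read by fluorescence after 30 min; activity scaled between DMSO (0%) and medium-only (-100%), curves Hill-fitted.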
# Luciferase inh = inhibitors of firefly (Photinus pyralis) luciferase; P08659; purified P. pyralis luciferase, luminescence, biochemical; Potency, µM (highest dose often 115 µM), inactives show at the top dose activity change, negative = inhibition, hits mostly inhibitors; hit rate 2.5% among 76,000; further: potency means the concentration at half of the fitted maximal effect; nearly all actives have a fitted effect of over 65% in size
# Target sequence (P08659 whole entry, looked up): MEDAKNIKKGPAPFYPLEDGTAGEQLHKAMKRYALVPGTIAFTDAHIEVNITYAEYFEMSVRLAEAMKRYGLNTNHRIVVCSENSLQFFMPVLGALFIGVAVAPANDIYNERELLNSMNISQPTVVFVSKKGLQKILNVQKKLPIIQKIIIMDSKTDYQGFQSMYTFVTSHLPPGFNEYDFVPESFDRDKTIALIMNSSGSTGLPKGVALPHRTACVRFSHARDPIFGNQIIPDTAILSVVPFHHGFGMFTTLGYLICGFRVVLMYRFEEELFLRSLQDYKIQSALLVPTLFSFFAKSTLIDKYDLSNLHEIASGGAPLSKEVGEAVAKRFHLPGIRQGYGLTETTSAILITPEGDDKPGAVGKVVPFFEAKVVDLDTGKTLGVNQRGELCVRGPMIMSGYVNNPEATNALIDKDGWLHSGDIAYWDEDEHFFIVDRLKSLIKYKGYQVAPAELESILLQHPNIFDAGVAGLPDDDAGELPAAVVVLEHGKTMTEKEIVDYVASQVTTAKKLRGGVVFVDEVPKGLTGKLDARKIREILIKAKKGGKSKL
#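 Luminescence read by CCD imaging after purified firefly luciferase (10nM final) was added to substrate buffer holding 10uM D-luciferin and 10uM ATP, pH 7.5, pre-dosed with compound.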
# HEK293 tox = kills HEK 293 cells | HEK 293 viability, ATP luminescence (CellTiter-Glo), 48-72 h | Potency, µM (titrated, usually from 115 µM), for the others: top-dose activity change, negative = cytotoxicity, usual class: inhibitors | hit rate 6.6% among 94,000 | AID 1345083; further: potency means the concentration at half of the fitted maximal effect; nearly all actives have a fitted effect of over 60% in size
#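 Pintool-delivered compounds were incubated with HEK 293 cells (250 cells/well) at 37 degree Celsius for 48 or 72 hr. ATP-dependent luminescence (CellTiter-Glo) then reported remaining viable cells.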
# IP6K1 inhibitor = IP6K1 kinase inhibition | Q92551 | IP6K1 kinase, ADP-Glo luminescence, 2 h; active compounds read low | activity change, % (series mostly up to about 58 µM) | hit rate 0.81% among 140,000; in the data active means activity change below about -25%
#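 ADP-Glo luminescence measures ADP made by human IP6K1 during a 2 h RT reaction with ATP/IP6 (mix at 1.3 mM/130 uM); top library doses 57.5 and 19.1 uM final.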
# SNCA expr inhib = inhibitors of alpha-synuclein (SNCA) gene expression; Potency, µM (titrated, usually from 57.2 µM), inactives show at the highest dose activity change, negative = inhibition, most hits filed as inhibitors; hit rate 0.17% among 140,000; HEK-293 SNCA-luciferase knock-in, luminescence, 24 h;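 further: potency means the concentration at half of the fitted maximal effect; plate controls were DMSO cells for no effect and cell-free wells for full effect; nearly all actives have a fitted effect of over 45% in size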
# * hit, by the source's call; i = inactive; ? = inconclusive; / = no result given; & = joins results of further samples; [ ] = another dose, or the depositor's remark. Unless noted, the call rests on the fitted dose curve; in most records, active means well fitted curve in the direction sought with a large enough effect; inconclusive means small, poorly fitted or top-dose-only effect, or another doubt; inactive means no such curve, though single readings can be large; an effect the other way counts as inactive or inconclusive. Unless noted, on the % scale 0 is the no-effect control and ±100 the full control effect.
1: CCNc1cc(N2CCC(CCC(=O)Nc3ccc4c(c3)OCCO4)CC2)ncn1
2: CCOC(=O)CCc1c(C)nc2c(-c3ccccc3)c(C)[nH]n2c1=O
3: CCOc1ccccc1CNS(=O)(=O)c1cc(-c2onc(C)c2C)ccc1OC
4: Cc1cccc(NC(=O)Nc2ccc(C)n(CC(=O)NCCN3CCCCC3)c2=O)c1
5: Clc1ccc(Cn2c(CN3CCCC3)nc3ccccc32)cc1
6: CCOC(=O)c1ccc(N2C(=O)c3n[nH]c(-c4ccco4)c3C2c2cccc(F)c2)cc1 (stereo not given)
7: C[S+](=O)([O-])N1Cc2ccccc2CC2(CCN(Cc3cccnc3)CC2)C1
8: COc1ccccc1CNC(=O)[C@@H]1OCCN(C2CC2)[C@H]1c1ccccc1
entry no.	1	2	3	4	5	6	7	8
NIH3T3 tox	?	/	/	?	/	/	?	-5.5%
GPT2 inh	-27.2%	/	/	?	-2.6%	/	i	i
HEK293 viab	-0.4%	1.7%	-23.0%	3.4%	-7.2%	?	-0.3%	7.7%
Luciferase inh	7.94µM*	/	/	?	/	/	/	/
HEK293 tox	?	/	/	?	/	/	i	i
IP6K1 inhibitor	15.6	9.3	-11.5	-6.6	-18.8&11.3	-3.2	2.4	-0.2
SNCA expr inhib	?	-18.9%	6.2%	40.9%[activator]	-18.3%	?	39.8%[activator]	18.9%

9: COc1ccc(CCC(=O)N2CCC(N3CC4CC(C3)[C@H]3CCCC(=O)N3C4)CC2)cc1 (stereo not given in full)
10: COc1cc(OC)cc(N2C(=O)[C@@H]3C[C@@H](NC(=O)c4ccncc4)CCN3C2=O)c1
11: O=C(CCN1N=C(c2ccccc2)CCC1=O)NCCc1ccc(Cl)cc1
12: Cc1ccc(-c2cn3c(n2)sc2cc(C(=O)NCc4cccs4)ccc23)c(C)c1
13: O=C(CCn1ccn2nc3c(c2c1=O)CCCC3)NCc1ccccc1Cl
14: Cc1ccc(C(=O)N[C@H]2CO[C@H]3[C@@H]2OC[C@@H]3n2nnnc2Oc2ccccc2)cc1
15: Cc1cccc(OCCc2noc(C3CN(C(=O)CCc4ccccc4)C3)n2)c1
16: CC12CCC3C1C(c1c(cc(O)c(C(=O)c4ccccc4)c1O)O2)C3(C)C (stereo not given)
entry no.	9	10	11	12	13	14	15	16
NIH3T3 tox	i	-12.2%[174 µM]	/	/	-25.4%	?	?	/
GPT2 inh	3.7%	-11.2%[88.5 µM]	/	/	3.6%	-5.3%[88.5 µM]	i	-24.7%[27.3 µM]
HEK293 viab	-6.0%	14.9%[87.6 µM]	-14.7%	3.3%	2.2%	?	?	8.3%
Luciferase inh	10.5%	-11.5%[172 µM]	/	/	-6.0%	1.2%[172 µM]	-12.0%	/
HEK293 tox	10.7%	-10.0%[172 µM]	/	/	?	?	?	/
IP6K1 inhibitor	-6.9	-2.6	-3.2	18.0	9.6	-7.5	0.1	14.8
SNCA expr inhib	-15.2%	-23.4%[87.6 µM]	?	84.2%[activator]	-0.8%	?	-4.1%	/

17: O=C(O)CC1CC(c2ccccc2)=NO1 (stereo not given)
18: CCCCc1cn(CC2CCN(C(=O)c3sc(C)nc3C)CC2)nn1
19: COc1ccc(-c2c(C)nn3c(C(F)(F)F)cc(C)nc23)cc1OC
20: COc1ccc(C)cc1NC(=O)c1cc(S(=O)(=O)N2CCc3ccccc3C2)ccc1F
21: Cc1cc(Nc2ccc(F)cc2)n2c(nc3ccccc32)c1C#N
22: COC(=O)CC(NC(=O)Nc1cccn2nc(C)nc12)c1ccccc1 (stereo not given)
23: OC1(c2ccc(Cl)cc2)CCN(Cc2c[nH]c3ccccc23)CC1
24: CCOc1ccc(C(=O)c2cn(CC(=O)Nc3cccc(OC)c3)c3cc4c(cc3c2=O)OCCO4)cc1
entry no.	17	18	19	20	21	22	23	24
NIH3T3 tox	/	-23.8%	/	/	/	-11.4%	/	/
GPT2 inh	1.8%[17.1 µM]	0.4%	/	/	/	-0.7%	i	/
HEK293 viab	1.4%	5.9%	8.3%	-0.5%	8.0%	1.1%	-5.5%	5.3%
Luciferase inh	/	-11.8%	/	/	/	2.7%	/	/
HEK293 tox	/	-10.5%	/	/	/	-10.9%	/	/
IP6K1 inhibitor	-0.4	9.0	-16.6	4.5	3.8	14.3	/	20.3
SNCA expr inhib	14.7%	33.1%[activator]	18.7%	-15.2%	-7.1%	-16.5%	?	8.6%

# 2 of the compounds above, field by field:
17: O=C(O)CC1CC(c2ccccc2)=NO1 (stereo not given)
- NIH3T3 tox = /
- GPT2 inh = 1.8%[17.1 µM]
- HEK293 viab = 1.4%
- Luciferase inh = /
- HEK293 tox = /
- IP6K1 inhibitor = -0.4
- SNCA expr inhib = 14.7%
18: CCCCc1cn(CC2CCN(C(=O)c3sc(C)nc3C)CC2)nn1
- NIH3T3 tox = -23.8%
- GPT2 inh = 0.4%
- HEK293 viab = 5.9%
- Luciferase inh = -11.8%
- HEK293 tox = -10.5%
- IP6K1 inhibitor = 9.0
- SNCA expr inhib = 33.1%[activator]

# Further compounds follow.
25: CN(CCc1ccccn1)C(=O)CCC[C@@H]1[C@H]2CCCN3CCC[C@@H](CN1C(=O)c1ccccc1)[C@@H]23
26: O=C(c1ccccc1Cl)N1CCC2(CC1)CCN(Cc1cccs1)c1ccccc1O2
27: CCCS(=O)(=O)N1CCC(N2CC(OCC3CC3)C23CCCCC3)CC1 (stereo not given)
28: O=C(Nc1cnc(-c2ccc(Cl)cc2)nc1)c1cccs1
29: COc1ccc(-c2cc3c(=O)n(CCNC(=O)c4cc(F)cc(F)c4)ccn3n2)cc1
30: Cc1cc(C)n(CCC(=O)N2CCC(CC(=O)N(C)Cc3ccccc3)C2)n1 (stereo not given)
31: COc1ccc(CN2C[C@@H]3[C@H](C2)N(CC2CCOCC2)C(=O)C(C)(C)[S+]3(=O)[O-])cc1O
32: Cc1cccc(-c2cccc(CN3CCCC(C(=O)NC4CC4)C3)c2)c1 (stereo not given)
entry no.	25	26	27	28	29	30	31	32
NIH3T3 tox	i	?	?	0.0%	?	-13.0%	?	?
GPT2 inh	-15.3%	?	-11.9%	i	-11.2%	i	-8.3%	-2.0%[88.5 µM]
HEK293 viab	-0.6%	?	2.0%	1.6%	-5.0%	13.8%	-13.1%	-8.6%[87.6 µM]
Luciferase inh	8.3%	-11.2%	/	?	2µM*	/	3.2%	/
HEK293 tox	10.0%	?	-2.9%	12.2%	?	-1.8%	i	?
IP6K1 inhibitor	-6.0	5.6	0.7	-9.0	5.3	13.9	14.0	6.3
SNCA expr inhib	1.5%	-10.3%	10.6%	110.8%[activator]	67.3%[activator]	-2.2%	-0.2%	-0.2%[87.6 µM]

33: CCOCCN1C(=O)COC[C@@H]1[C@H](O)c1ccc(NC(=O)c2ccc(F)cc2)cc1
34: COc1ccc(Cl)cc1C(C(=O)O)N1CCN(c2ncccc2C)CC1 (stereo not given)
35: O=C(CCC1CCCN(Cc2cc3c(cc2Cl)OCO3)C1)Nc1ccccc1F (stereo not given)
36: COC1CN(C)C(=O)CN(S(=O)(=O)c2cccs2)C1 (stereo not given)
37: CC(C)NC(=O)C1CCN(C(=O)c2ccc(-c3cncnc3)cc2)CC1
38: CCCCNC(=O)[C@H]1CCC[C@H]1NC(=O)c1ccc(OC)nc1
39: O=C(Nc1ccc2c(c1)OCCO2)C1CN(S(=O)(=O)C2CC2)CC12CCCCC2 (stereo not given)
40: COC(=O)c1ccc2nc(C[C@@H]3C[C@@H](C(C)C)[C@H](CNC(=O)CCC(=O)O)C=C3C)[nH]c2c1
entry no.	33	34	35	36	37	38	39	40
NIH3T3 tox	-21.4%[138 µM]	-4.5%	?	?	?	i	-22.2%	-8.5%
GPT2 inh	-9.4%[88.5 µM]	-4.4%	-5.6%	/	/	4.1%	i	3.8%
HEK293 viab	7.2%[87.6 µM]	-19.4%	6.8%	/	/	-13.0%	3.6%	-3.8%
Luciferase inh	-22.0%[172 µM]	0.8%	-0.1%	/	/	3.2%	1.12µM*	1.0%
HEK293 tox	-13.9%[172 µM]	1.0%	?	-16.4%	-0.3%[172 µM]	0.8%	?	-12.9%
IP6K1 inhibitor	4.7	-0.1	-5.2	-0.7	11.7	13.0	24.2	10.5
SNCA expr inhib	-13.3%[87.6 µM]	-14.5%	17.1%	/	/	23.6%	?	-2.4%

# Two compounds from above, showing only IP6K1 inhibitor.
item | mol | IP6K1 inhibitor
38 | CCCCNC(=O)[C@H]1CCC[C@H]1NC(=O)c1ccc(OC)nc1 | 13.0
39 | O=C(Nc1ccc2c(c1)OCCO2)C1CN(S(=O)(=O)C2CC2)CC12CCCCC2 (stereo not given) | 24.2

# Following part:
41: O=C(CC1COCCN1C(=O)c1cc(F)ccc1F)NCc1cccnc1 (stereo not given)
42: CC(=O)N1CCC(c2nnc3n2C(C(=O)Nc2ccc(F)cc2)CC3)CC1 (stereo not given)
43: c1cc(-c2noc([C@@H]3Cc4nc[nH]c4CN3CC3CCCCC3)n2)ccn1
44: NC(=O)C1CCN(C(=O)CC(c2ccccc2)c2cccc(Cl)c2)CC1 (stereo not given)
45: CS(=O)(=O)CC[C@H](NC(=O)C1=C[C@@H](NC(=O)Nc2ccc(F)cc2F)[C@@H](O)[C@H](O)C1)C(N)=O
46: COCCCNC(=O)C1CCC(Cn2c(=O)c3sccc3n(Cc3ccc(F)cc3)c2=O)CC1 (stereo not given)
47: Cc1ccc(CNC(=O)C2CCCN(Cc3nc(-c4cccc(C)c4)oc3C)C2)cc1 (stereo not given)
48: CCc1cccc(OCC(=O)c2ccc3c(c2)N(CCCC(=O)NCC2CC2)C(=O)CO3)c1
49: COc1cccc(Cc2nc3ccccc3nc2SCC(=O)NCc2ccc(C)cc2)c1
50: CCc1ccc(NC(=O)Cn2c(=O)ccc3cc(S(=O)(=O)N4CCCC4)ccc32)cc1
51: O=C(NC1CCN(c2cc(-c3ccc(Cl)cc3)[nH]n2)C1)c1ccc(Br)cc1 (stereo not given)
entry no.	41	42	43	44	45	46	47	48	49	50	51
NIH3T3 tox	i	-22.4%[138 µM]	79.4µM*	i	-8.1%	/	/	?	/	/	?
GPT2 inh	i	-15.6%[88.5 µM]	i	i	i	/	/	3.9%	/	/	i
HEK293 viab	3.9%	9.0%[12.5 µM]	-7.2%[87.6 µM]	-7.6%	1.7%	1.5%	1.9%	2.9%	-2.6%	-2.8%	-14.5%
Luciferase inh	-4.4%	/	0.4%[172 µM]	0.3%	-5.7%	/	/	-12.8%	/	/	8.6%
HEK293 tox	-3.0%	-7.1%[172 µM]	?	2.9%	-14.8%	/	/	?	/	/	?
IP6K1 inhibitor	3.6	33.8	3.1	-0.3	-5.6	-3.4	9.4	6.5	-1.7	21.2	10.5
SNCA expr inhib	0.0%	?	9.1%[87.6 µM]	45.4%[activator]	12.8%	9.3%	15.8%	-9.6%	1.9%	3.0%	5.0%

# Not all compounds are listed. The share of hits here may be higher or lower than overall.
